CaV13 FRET inh: Primary screen for inhibitors of IQ motif and Ca2+-dependent inactivation inhibitor domain binding in CACNA1D, Förster resonance energy transfer in living cells, …; HEK cells, CFP/YFP FRET ICDI-IQ, plate reader, 10 min; percent FRET-ratio fall versus neutral wells; inhibition, % at 12.3 µM; 0.098% of 340,000 active;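 active = mean replicate inhibition of at least 30% and at least 1% of replicates passing that level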;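 note: 0% = median of the neutral control wells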
An asterisk follows results filed as active.

SMILES	CaV13 FRET inh
Cc1[nH]nc2c1C(c1ccccc1)N(Cc1ccccc1)C2=O (centres undefined)	-4.0
COC(=O)[C@]12C[C@H](CC(=O)N3CCOCC3)C(=O)N(CCC3=CCCCC3)C1=C[C@H](COCc1ccccc1)O[C@@H]2C	-8.1
COC(=O)c1cc2c(c3c4cc(OC)ccc4n(S(=O)(=O)c4ccc(C)cc4)c13)C(=O)N(Cc1ccccc1)C2	-3.8
CCc1nnc(NC(=O)c2ccc3c(c2)C(=O)N(CC(C)C)C3=O)s1	-4.9
C[C@@H]1CCCCO[C@@H](CN(C)C(=O)Nc2ccccc2)[C@@H](C)CN([C@H](C)CO)C(=O)c2cc(NC(=O)NC3CCCCC3)ccc2O1	-5.5
CCCCc1cc2c(cn1)=C(OC(=O)c1cnc3ccccc3n1)C(C)(OC(=O)CC)C(=O)C=2 (centres undefined)	-10.2
O=C(N[C@H](C(=O)N1CCC[C@H]1C(=O)NC1CCCC1)C1CCCCC1)C1CCCC1	-7.5
CCCCCCC12Cc3cc(OC)c(OC)cc3C(O1)C1=C(O2)C(C)(C)CCC1=O (centres undefined)	-4.0
O=S(=O)(c1ccccc1)N1CCCc2nc(-c3ccc(F)cc3)ccc21	-3.6
O=C(N[C@@H](Cc1cccnc1)C(=O)N1CCC[C@H]1C(=O)NCc1ccccc1)c1ccc(Cl)cc1Cl	-11.4
CCOC(=O)C1=CCN(S(=O)(=O)c2ccc(F)cc2)C1c1ccc(Cl)cc1 (centres undefined)	-3.3
COC(=O)c1cccc(Nc2cc(C)n(-c3cccc(C(=O)OC)c3)c(=O)c2)c1	-9.4
CCOC(=O)CN1CCCc2nc(-c3ccc(OC)cc3)ccc21	-9.0
O=C(CC1CCCC1)N[C@@H](Cc1cccnc1)C(=O)N1CCC[C@H]1C(=O)NC1CCCC1	-3.0
COC(=O)C1=C(C)N(Cc2ccc(C(F)(F)F)cc2)C(=NCc2ccccc2)NC1c1cccc(Cl)c1 (centres undefined)	-4.1
COc1ccc2[nH]cc(C(=O)CN3CCCCC3C)c2c1 (centres undefined)	-5.2
COC(=O)[C@]12C[C@H](CC(=O)NCc3ccc(OC)c(OC)c3)C(=O)N(Cc3ccccc3)C1=C[C@H](C(C)(C)C)O[C@@H]2C	-9.3
COC(=O)[C@]12C[C@H](CC(=O)N3CCCCC3)C(=O)N(Cc3ccc4c(c3)OCO4)C1=C[C@H](COCc1ccccc1)O[C@@H]2C	-10.1
N#C[C@H](N)[C@H]1O[C@@H](n2ccc(=O)[nH]c2=O)[C@H](O)[C@@H]1O	-4.4
Cc1ccc([C@H]2C[C@]34CNS(=O)(=O)[C@H]3C[C@H]2O4)cc1	-4.6
CC(C)[C@H](NC(=O)C1CCCC1)C(=O)N1CCC[C@H]1C(=O)NCc1ccccc1	-6.6
C[C@@H]1CN([C@H](C)CO)S(=O)(=O)c2ccc(Br)cc2O[C@H]1CN(C)CC1CCOCC1	-5.0
C[C@H]1[C@@H](c2ccccc2)Oc2ccc(Cl)cc2S(=O)(=O)N1Cc1cccc(F)c1	-5.0
O=C(Cc1ccc(NC(=O)C2CCN(C(=O)CCc3ccccc3)CC2)cc1)Nc1cccc(C(=O)N2CCCC2)c1	-4.2
COc1cc(OC)cc(C(=O)NCC2CCN(C(=O)C(=O)c3cc4ccccc4o3)CC2)c1	-9.2

An excerpt of these results, comma-delimited.
SMILES,CaV13 FRET inh
C[C@@H]1CCCCO[C@@H](CN(C)C(=O)Nc2ccccc2)[C@@H](C)CN([C@H](C)CO)C(=O)c2cc(NC(=O)NC3CCCCC3)ccc2O1,-5.5
COc1cc(OC)cc(C(=O)NCC2CCN(C(=O)C(=O)c3cc4ccccc4o3)CC2)c1,-9.2

Further entries.
SMILES	CaV13 FRET inh
COC(=O)C1=C(C)N(Cc2cccc(C(F)(F)F)c2)C(=NCc2ccc(C(F)(F)F)cc2)NC1c1ccc(F)cc1 (centres undefined)	-3.7
C[C@H]1COc2cc(N3CCCC3)ccc2S(=O)(=O)N1	-4.3
CCCCCCN(C(=O)CCCCCN1C(=O)NC(c2ccc(C3CCCCC3)cc2)C(C(=O)OCc2ccccc2)=C1C)C(C(=O)NCCCC)c1ccc(OCC(=O)OC)c(C(=O)OC)c1 (centres undefined)	-5.3
C[C@H](O)[C@@H]1CN2CCc3ccc(-c4ccc5c(c4)OCO5)cc3[C@@H]2C[C@@H]1N(C)Cc1cc(Cl)cc(Cl)c1	-2.9
COc1ccc2nc3n(c(=O)c2c1)-c1cc(Cl)ccc1C(=O)NC3Cc1ccccc1 (centres undefined)	-6.6
COC(=O)c1cc2c(c3c4ccccc4n(S(=O)(=O)c4ccc(OC)cc4)c13)C(=O)N(Cc1ccc(C(F)(F)F)cc1)C2	-4.8
COC(=O)[C@]12C[C@H](CC(=O)NCc3cccc(C(F)(F)F)c3)C(=O)N(Cc3ccccc3)C1=C[C@H](C(C)(C)C)O[C@@H]2C	-11.4
O=C(N[C@H](C(=O)N1CCC[C@H]1C(=O)NC1CCCC1)C1CCCCC1)c1ccc(Cl)cc1Cl	-2.2
COC(=O)C1=C(C)N(Cc2ccccc2C(F)(F)F)C(=NCc2ccc(C(F)(F)F)cc2)NC1c1cccc(F)c1 (centres undefined)	-2.8
C[C@]12Cc3ccccc3C1CC1=N[C@@H](c3ccc(C(F)(F)F)cc3)O[C@@]13C[C@@H]2C(=O)N3Cc1ccncc1 (some centres undefined)	-3.9
CC(C)C[C@@H]1COc2cc(NC3CC3)ccc2S(=O)(=O)N1	-10.2
O=C(N[C@@H](Cc1cccnc1)C(=O)N1CCC[C@H]1C(=O)NCCc1ccccc1Cl)C1CCCC1	-8.4
COc1ccc(C2CC(=O)C(c3cc(OC)c(OC)c(OC)c3)=CN2Cc2ccccc2)cc1 (centres undefined)	-3.8
C=CCNc1cccc2c1S(=O)(=O)N[C@H](Cc1ccccc1)CO2	-3.4
O=C(C(=O)N1CCN(C(=O)c2cccs2)CC1)c1cccc(C(F)(F)F)c1	-8.4
CCNC(=O)O[C@@H]1C=C[C@@H](C#Cc2ccc(C(C)(C)C)cc2)O[C@@H]1COC(C)=O	-5.1
CC(C)[C@@H]1CC[C@@H](C)C[C@H]1OC[B-](F)(F)F	-4.9
COC(=O)[C@]12C[C@H](CC(=O)N3CCCCC3)C(=O)N(Cc3ccccc3)C1=C[C@H](C(C)C)O[C@@H]2C1CC1	-9.9
CN(N=Cc1ccc(N(C)C)cc1)C(=O)c1ccccc1N	-9.9
COC(=O)[C@]12C[C@H](CC(=O)NCc3ccc(OC)c(OC)c3)C(=O)N(Cc3ccccc3)C1=C[C@H](C1CCCC1)O[C@@H]2C	-9.2
Cc1ccccc1C1=CC(=O)CC(C)(C)C1=O	-7.3
O=C(C(=O)N1CCC(CNS(=O)(=O)c2cc(C(F)(F)F)cc(C(F)(F)F)c2)CC1)c1cc2ccccc2o1	-7.4
CN(C(=O)c1ccc(Cl)cc1)c1ccc(OCC(=O)Nc2cc(C(=O)O)ccc2Cl)cc1	-1.9
CC(C)[C@H](NS(=O)(=O)c1ccc(F)cc1F)C(=O)N1CCC[C@H]1C(=O)NCCc1ccccc1Cl	-3.0
COC(=O)C(CC(C)C)N(Cc1ccc(Br)cc1)S(=O)(=O)CCl (centres undefined)	-4.5

Going on with the list:
SMILES	CaV13 FRET inh
Cc1ccc(C)c(CN2CCC(CNC(=O)C3CCCN(c4ncnc5c4nc4n5CCCCC4)C3)CC2)c1 (centres undefined)	-13.7
O=C(O)[C@H](Cc1ccccc1)NC(=O)[C@H]1O[C@@H](n2ccc(=O)[nH]c2=O)[C@H](O)[C@@H]1O	-3.2
CCOC(=O)C1CSCCS(=O)(=O)N1Cc1ccc(F)cc1 (centres undefined)	-7.0
Cc1cc(N2CCNC[C@H]2C)ccc1N1CCN(Cc2ccccc2)[C@@H](C)C1	-11.7
Cc1ccc(C2=N/C(=C\c3coc4ccccc4c3=O)C(=O)O2)cc1	-9.2
CCCCc1c(-c2ccccc2OC)ncn1Cc1ccc(OC)c(Cl)c1	-8.8
C[C@@H]1CN([C@@H](C)CO)S(=O)(=O)c2ccc(Br)cc2O[C@@H]1CN(C)Cc1ccc2c(c1)OCO2	-5.3
CC1(C(=O)NCc2ccccc2)CN(S(C)(=O)=O)CC(=O)N1Cc1ccco1 (centres undefined)	-3.6
CCOC(=O)c1csc(NC(=O)Nc2cccc(OC)c2)n1	-5.0
CC(=O)O[C@@H]1C=C[C@@H](C#Cc2ccc(C(C)(C)C)cc2)O[C@@H]1COC(=O)NCc1ccccc1	-4.5
O=C(N[C@@H](Cc1cccnc1)C(=O)N1CCC[C@H]1C(=O)NCCc1ccccc1Cl)c1ccco1	-2.5
COC(=O)c1c(-c2ccc(OC)cc2)c2c(c3c4ccccc4n(S(=O)(=O)c4ccc(C)cc4)c13)C(=O)N(C)C2	-10.3
C[C@H]1CN(S(=O)(=O)C(C)(C)C)[C@@H](CCO)/C1=C\c1ccccc1	-6.6
COC(=O)C1=C(C)N(Cc2ccccc2C(F)(F)F)C(=NCc2ccc(C(F)(F)F)cc2)NC1c1ccccc1 (centres undefined)	-2.8
Cc1ccccc1-c1ccc2c(c1)[C@@H]1C[C@H]3[C@@H](CN1CC2)[C@H](C)OC(c1ccccc1)N3C (some centres undefined)	-3.2
COC(=O)C1=C(C)N(Cc2ccc(Br)cc2)C(=S)NC1c1ccc(F)cc1 (centres undefined)	-3.5
Cn1c(-c2ccc(F)cc2)cc2onc(-c3c(F)cccc3Cl)c2c1=O	-3.8
Cc1ccccc1NC(=O)N(C)[C@H]1C[C@H]2c3[nH]c4c(-c5ccccc5)cccc4c3CCN2C(=O)[C@H]1[C@H](C)O	-3.8
COc1ccc(NC(=O)N(C)C[C@H]2OCc3cn(nn3)CCCC(=O)N([C@H](C)CO)C[C@@H]2C)cc1	-5.6
N#Cc1ccc(S(=O)(=O)N2CCCc3nc(-c4ccc(Br)cc4)ccc32)cc1	-10.4
CCN=C1NC(c2ccc(C(F)(F)F)cc2)C(C(=O)OC)=C(C)N1Cc1ccccc1C(F)(F)F (centres undefined)	-1.9
CC(C)[C@H](N)C(=O)N[C@H](C(=O)N1CCC2CCN(Cc3ccccc3)CC21)C(C)C (some centres undefined)	-1.1
O=C(C(=O)N1CCN(C(=O)C2CCC2)CC1)c1cccc(C(F)(F)F)c1	-12.0
COC(=O)[C@]12C[C@H](CC(=O)NCC34CC5CC(CC(C5)C3)C4)C(=O)N(CCC3=CCCCC3)C1=C[C@H](COCc1ccccc1)O[C@@H]2C	-6.4
COC(=O)Cc1nnn2c1[C@H](C)[C@H](c1ccccc1Br)OC[C@H](C)C2	-4.1

Gathered by group: those above with an NH in an aromatic ring
SMILES	CaV13 FRET inh
Cc1[nH]nc2c1C(c1ccccc1)N(Cc1ccccc1)C2=O (centres undefined)	-4.0
COc1ccc2[nH]cc(C(=O)CN3CCCCC3C)c2c1 (centres undefined)	-5.2
N#C[C@H](N)[C@H]1O[C@@H](n2ccc(=O)[nH]c2=O)[C@H](O)[C@@H]1O	-4.4
O=C(O)[C@H](Cc1ccccc1)NC(=O)[C@H]1O[C@@H](n2ccc(=O)[nH]c2=O)[C@H](O)[C@@H]1O	-3.2
Cc1ccccc1NC(=O)N(C)[C@H]1C[C@H]2c3[nH]c4c(-c5ccccc5)cccc4c3CCN2C(=O)[C@H]1[C@H](C)O	-3.8

The list continues:
SMILES	CaV13 FRET inh
CCCCC#Cc1ccccc1COC[B-](F)(F)F	-7.2
O=C(NCc1ccccc1)[C@H]1CCCN1C(=O)[C@H]1CCCN1C(=O)c1cc(F)cc(F)c1	-8.5
COc1cccc(CC(=O)N2CCN(C(=O)C(=O)c3ccc(OC)c(OC)c3)CC2)c1	-1.2
Cc1c(C(=O)O)sc(S(=O)(=O)N2CCNCC2)c1C(=O)O	-1.2
C[C@H](c1ccccc1)N1C[C@@H](COCc2ccccc2)Oc2cccc(Oc3ccccc3)c2S1(=O)=O	-8.4
Cc1ccc(Cc2c(-c3ccc(C#N)cc3)nc3ccc(C)cn23)cc1	-7.5
C=CCN=C1NC(c2ccccc2)C(C(=O)OC)=C(C)N1C (centres undefined)	-4.7
CC(C)C[C@H]1COc2cccc(N3CCOCC3)c2S(=O)(=O)N1	-4.2
Cc1ccccc1C(=O)N[C@H](C(=O)N1CCC[C@H]1C(=O)NCc1ccccc1)c1ccccc1	-7.8
NC(=O)c1c(N)[nH]c(C(=O)c2ccccc2)c1-c1ccccc1Cl	-14.5
Nc1[nH]c(C(=O)c2ccc(Br)cc2)c(-c2ccc3c(c2)OCO3)c1C(=O)NCCc1c[nH]c2ccccc12	-16.2
COc1ccccc1CN1Cc2ccccc2Oc2ccccc2S1(=O)=O	-5.0
COC(=O)C1=C(C)N(Cc2cccc(C(F)(F)F)c2)C(=NCc2ccc3c(c2)OCO3)NC1c1cccc(F)c1 (centres undefined)	-2.7
COCc1cc(N2CCN(C(=O)OC(C)(C)C)C[C@H]2C)ccc1N1C[C@@H](C)O[C@@H](C)C1	-6.5
O=Nc1ccccn1	-7.6
COC(=O)[C@]12C[C@H](CC(=O)NCC3CCCCC3)C(=O)N(CCC3=CCCCC3)C1=C[C@H](C(C)(C)C)O[C@@H]2C	-10.0
C#CC1c2ccccc2CCN1CC=C (centres undefined)	-4.3
NC(=O)C1CCN(c2nc(-c3ccccc3Br)cs2)CC1	-4.2
O=C(/C(=C/c1ccncc1)n1ccnc1)c1ccc(Cl)cc1Cl	-26.0
COc1cccc(C(=O)N[C@H](C(=O)N2CCC[C@H]2C(=O)NCc2ccccc2)c2ccccc2)c1	-3.7
CC(NC(=O)C(NC(=O)OCc1ccccc1)C(C)O)C(=O)OCc1ccccc1 (centres undefined)	-10.2
C[C@H](CO)N1C[C@H](C)[C@@H](CN(C)C(=O)c2ccncc2)OCc2cn(nn2)CCCC1=O	-9.1

Of the compounds above, 2 contain a thiophene ring, fused or not:
SMILES	CaV13 FRET inh
O=C(C(=O)N1CCN(C(=O)c2cccs2)CC1)c1cccc(C(F)(F)F)c1	-8.4
Cc1c(C(=O)O)sc(S(=O)(=O)N2CCNCC2)c1C(=O)O	-1.2

Screening results deposited in PubChem by Broad Institute.

These rows are one share of the data; the hit share may differ from the screen's.
